Screening data as filed in PubChem BioAssay.
Jurkat NFkB inh: lowers PMA/ionomycin-induced NF-kB signal in Jurkat cells. PMA/ionomycin-induced NF-kB luciferase reporter, luminescence. inhibition, % at 4 µM. 330,000 compounds, 0.53% hits; in the data active = inhibition above about 50%
tim23-1 inh: tim23-1 yeast growth inhibition; 330,000 compounds, 1.3% hits; S. cerevisiae tim23-1 growth, BacTiter-Glo luminescence, 24 h; inhibition, % at 20 µM; AID 463212;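 active = growth inhibition of the mutant yeast at or above 50%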;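 note: temperature-sensitive mutant grown at 25 °C; plate controls were DMSO-treated mutant yeast for no effect and medium wells lacking yeast for full effect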
CHOP UPR activ: apoptotic UPR (CHOP) activation. CHO-CHOP luciferase reporter, luminescence; percent of tunicamycin response over DMSO baseline. activation, % at 10 µM. AID 449763. 330,000 compounds, 0.34% hits;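 active = at 10 µM dose, activation of 40% or more, normalized to positive control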;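 note: 100% = tunicamycin at 10 µg/mL and 0% = DMSO alone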
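Test system: CHO-CHOP cells, stable luciferase reporter of PERK-eIF2a-CHOP signalling | Quantity: 500 CHO-CHOP cells per well | Buffer or medium: F12 plus 10% serum | Compound dosing: 10 µM single point, 0.5% DMSO | Schedule: 6 h compound treatment, 37 °C | Signal: Luciferase luminescence | Control set: Tunicamycin high control, DMSO low control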
APJ ag: APJ receptor agonism; activation, % at 20 µM; 330,000 compounds, 0.11% hits; CHO-K1 APJ PathHunter beta-arrestin, luminescence; 0% DMSO wells, 100% apelin; P35414; AID 2520;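 active = activation more than six SD over the plate average, tested at 20 µM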;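 note: 0% = DMSO alone and 100% = apelin-13 at 10 nM; some results filed as inactive read as strong as hits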
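assay system = CHO-K1 APJ beta-arrestin complementation cell line | input = cell density 1000 per well | dosing = compound 20 µM once, DMSO 1% | timing = compound 90 min 25 °C, reagent 1 h | measured by = luminescence from split beta-galactosidase complementation, Galacton Star/Emerald II substrate | read-out basis = APJ agonist activity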
Mdm2-MdmX inh: human Mdm2/MdmX binding inhibition | 330,000 compounds, 3% hits | AID 485346 | O15151+Q00987 | inhibition, % at 8 µM | SaOS-2 split-luciferase Mdm2/MdmX complementation, luminescence;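 active = inhibition of at least 50% at 8 µM in the primary screen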
Target sequence (O15151 whole entry, looked up): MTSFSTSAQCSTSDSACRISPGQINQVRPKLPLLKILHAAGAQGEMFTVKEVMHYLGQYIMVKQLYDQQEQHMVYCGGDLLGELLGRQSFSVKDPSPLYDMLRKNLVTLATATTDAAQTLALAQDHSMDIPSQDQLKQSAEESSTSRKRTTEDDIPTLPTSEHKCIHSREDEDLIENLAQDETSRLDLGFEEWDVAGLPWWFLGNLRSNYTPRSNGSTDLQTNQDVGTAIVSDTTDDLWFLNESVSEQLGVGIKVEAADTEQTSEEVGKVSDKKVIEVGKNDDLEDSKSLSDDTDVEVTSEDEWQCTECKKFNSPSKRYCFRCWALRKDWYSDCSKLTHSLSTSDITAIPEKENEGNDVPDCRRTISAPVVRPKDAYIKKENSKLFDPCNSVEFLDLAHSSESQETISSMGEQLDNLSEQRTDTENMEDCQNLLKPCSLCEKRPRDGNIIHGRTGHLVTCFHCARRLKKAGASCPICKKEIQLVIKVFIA
Target sequence (Q00987 whole entry, looked up): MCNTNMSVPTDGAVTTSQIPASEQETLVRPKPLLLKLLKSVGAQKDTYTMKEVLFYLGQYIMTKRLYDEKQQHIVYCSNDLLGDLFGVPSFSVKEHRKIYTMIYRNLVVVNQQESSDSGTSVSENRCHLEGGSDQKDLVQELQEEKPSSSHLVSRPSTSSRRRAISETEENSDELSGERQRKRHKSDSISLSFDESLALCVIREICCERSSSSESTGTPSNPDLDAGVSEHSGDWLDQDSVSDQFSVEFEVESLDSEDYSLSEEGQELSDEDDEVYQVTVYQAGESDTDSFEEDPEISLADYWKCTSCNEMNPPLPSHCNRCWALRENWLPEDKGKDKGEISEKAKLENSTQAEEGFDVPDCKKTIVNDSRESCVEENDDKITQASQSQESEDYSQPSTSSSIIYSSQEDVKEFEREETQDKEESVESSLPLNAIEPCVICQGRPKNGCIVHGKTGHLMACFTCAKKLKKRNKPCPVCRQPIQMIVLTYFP
APJ antagonist: blocks the human apelin receptor APJ; AID 2521; CHO-K1 APJ beta-arrestin complementation, luminescence; 330,000 compounds, 0.32% hits; inhibition, % at 20 µM;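 active = inhibition above about 40% at 20 µM, limit read from the data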;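 note: cells challenged with 10 nM apelin-13 agonist together with compound; plate controls were apelin-13 plus DMSO wells for no effect and DMSO wells lacking apelin-13 for full effect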
697 NFkB inh: lowers PMA/ionomycin-induced NF-kB signal in 697 B cells. 697 B-cell NF-kB luciferase reporter, 16 h. inhibition, % at 4 µM. 330,000 compounds, 0.33% hits; in the data active = inhibition above about 35%
XBP1 UPR activ: adaptive UPR (XBP1) activation | CHO-XBP1 luciferase reporter, IRE1-XBP1 UPR activation, luminescence; percent of tunicamycin response, DMSO as zero | activation, % at 20 µM | 330,000 compounds, 0.33% hits | AID 463104;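 active = versus positive control, 20 µM dose yields 30% or more activation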;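 note: 100% = tunicamycin at 10 µg/mL and 0% = DMSO only wells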
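assay system = CHO-XBP1 luciferase reporter cells | amount = 1000 cells/well | buffer or medium = F12 plus 10% FBS | compound dosing = single point, 20 µM final compound, 1% DMSO | incubation = 16-18 h cell attachment at 37 °C, then 6 h compound exposure | detection = Steady-Glo luminescence read | controls = tunicamycin 10 µg/mL and vehicle-only wells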
Starred values were filed as active, the others as inactive.

`Cc1cccnc1NC(=O)c1ccc(Br)o1` gave Jurkat NFkB inh 1, tim23-1 inh 8, CHOP UPR activ -0.7, APJ ag 3, Mdm2-MdmX inh 8, APJ antagonist 1, 697 NFkB inh 3 and XBP1 UPR activ 2.
For COc1cccc(OCc2cc(C(=O)N(C)C3CCOCC3)no2)c1 the results were Jurkat NFkB inh 7, tim23-1 inh -2, CHOP UPR activ 0.9, APJ ag -3, Mdm2-MdmX inh 14, APJ antagonist -4, 697 NFkB inh 14 and XBP1 UPR activ 0.
Screening Cc1cc2cc(C(c3nnnn3C3CCCC3)N(Cc3cccnc3)Cc3ccco3)c(=O)[nH]c2cc1C (configuration not stated) returned Jurkat NFkB inh -9, tim23-1 inh 17, CHOP UPR activ -0.7, APJ ag -3, Mdm2-MdmX inh 35, APJ antagonist -13, 697 NFkB inh 2 and XBP1 UPR activ -2.
`O=C(Nc1ncc(Cc2cccc(Cl)c2)s1)c1ccc([N+](=O)[O-])cc1` gave Jurkat NFkB inh 13, tim23-1 inh -4, CHOP UPR activ 1.7, APJ ag 0, Mdm2-MdmX inh 37, APJ antagonist 18, 697 NFkB inh 0 and XBP1 UPR activ 0.
For Cc1ccc(C(C(=O)NCC2CCCO2)N(C(=O)c2snc(C(N)=O)c2N)c2ccccc2F)o1 (configuration not stated) the results were Jurkat NFkB inh -24, tim23-1 inh 14, CHOP UPR activ -2.7, APJ ag 1, Mdm2-MdmX inh 3, APJ antagonist -11, 697 NFkB inh 3 and XBP1 UPR activ -2.
`CCN(CC(=O)Nc1ccccc1C(F)(F)F)C(=O)c1cc(S(=O)(=O)N(C)C)ccc1N1CCCC1` gave Jurkat NFkB inh 12, tim23-1 inh 9, CHOP UPR activ 3.7, APJ ag -10, Mdm2-MdmX inh 15, APJ antagonist 10, 697 NFkB inh 19 and XBP1 UPR activ -6.
COc1ccc(CN(C)C(=O)Cc2ccc(OC)c(S(=O)(=O)N3CCOCC3)c2)cc1 was read as Jurkat NFkB inh 1, tim23-1 inh -3, CHOP UPR activ -0.3, APJ ag -3, Mdm2-MdmX inh 4, APJ antagonist 8, 697 NFkB inh 15 and XBP1 UPR activ 0.
`c1ccc(-c2nc(-c3ccco3)n3ccccc23)cc1` gave Jurkat NFkB inh -2, tim23-1 inh 24, CHOP UPR activ -0.8, APJ ag -3, Mdm2-MdmX inh 16, APJ antagonist -2, 697 NFkB inh 6 and XBP1 UPR activ -6.
Screening O=C(CSc1nc2c(cnn2-c2cccc(Cl)c2)c(=O)[nH]1)NCC1CCCO1 (configuration not stated) returned Jurkat NFkB inh -7, tim23-1 inh 5, CHOP UPR activ 1.6, APJ ag -1, Mdm2-MdmX inh -2, APJ antagonist -19, 697 NFkB inh 7 and XBP1 UPR activ -1.
`COC(=O)C(NC(C)=O)(Nc1cccc(C)n1)C(F)(F)F` (configuration not stated) gave Jurkat NFkB inh 9, tim23-1 inh -6, CHOP UPR activ 0.1, APJ ag -3, Mdm2-MdmX inh 14, APJ antagonist 13, 697 NFkB inh 13 and XBP1 UPR activ -2.
Screening O=C(/C=C/c1ccc(Br)cc1)NCCCn1ccnc1 returned Jurkat NFkB inh -11, tim23-1 inh -11, CHOP UPR activ 0.5, APJ ag -1, Mdm2-MdmX inh -3, APJ antagonist -3, 697 NFkB inh 3 and XBP1 UPR activ -2.
Screening COc1cc(-c2nc(-c3ccc(NC(=O)c4ccc5c(c4)OCO5)cc3)no2)cc(OC)c1OC returned Jurkat NFkB inh -32, tim23-1 inh -24, CHOP UPR activ 13, APJ ag 4, Mdm2-MdmX inh 83*, APJ antagonist 5, 697 NFkB inh -55 and XBP1 UPR activ 10.
Screening CCN(C(=O)c1cccc(Br)c1)C1CCS(=O)(=O)C1 (configuration not stated) returned Jurkat NFkB inh -5, tim23-1 inh -4, CHOP UPR activ -2.7, APJ ag -1, Mdm2-MdmX inh 4, APJ antagonist -27, 697 NFkB inh 0 and XBP1 UPR activ 1.
COc1cccc(C(=O)Nc2c(F)cccc2F)c1 was read as Jurkat NFkB inh -5, tim23-1 inh 6, CHOP UPR activ 1.3, APJ ag -5, Mdm2-MdmX inh 13, APJ antagonist -3, 697 NFkB inh 18 and XBP1 UPR activ 1.
For CC(=O)NNc1nc(-c2ccc(C)cc2)cs1 the results were Jurkat NFkB inh -5, tim23-1 inh 21, CHOP UPR activ 0.7, APJ ag 1, Mdm2-MdmX inh -19, APJ antagonist -39, 697 NFkB inh 0 and XBP1 UPR activ -3.

As a working copy, some entries already given:
`Cc1cccnc1NC(=O)c1ccc(Br)o1` gave Jurkat NFkB inh 1, tim23-1 inh 8, CHOP UPR activ -0.7, APJ ag 3, Mdm2-MdmX inh 8, APJ antagonist 1, 697 NFkB inh 3 and XBP1 UPR activ 2.
For COc1cccc(OCc2cc(C(=O)N(C)C3CCOCC3)no2)c1 the results were Jurkat NFkB inh 7, tim23-1 inh -2, CHOP UPR activ 0.9, APJ ag -3, Mdm2-MdmX inh 14, APJ antagonist -4, 697 NFkB inh 14 and XBP1 UPR activ 0.

(further entries)
Cc1cccc(NC(=O)CCC(=O)NCCO)c1 was read as Jurkat NFkB inh 0, tim23-1 inh -8, CHOP UPR activ 1.1, APJ ag -3, Mdm2-MdmX inh 8, APJ antagonist 20, 697 NFkB inh 18 and XBP1 UPR activ 3.
For Cn1c(N)c(C(=O)CSc2nc3ccccc3c(=O)n2Cc2ccccc2)c(=O)n(C)c1=O the results were Jurkat NFkB inh -27, tim23-1 inh -2, CHOP UPR activ 5.4, APJ ag -3, Mdm2-MdmX inh 89*, APJ antagonist 2, 697 NFkB inh 2 and XBP1 UPR activ -1.
Cc1cc(C(=O)CN2C(=O)NC(C)(c3cc(F)ccc3F)C2=O)c(C)n1C1CC1 (configuration not stated) was read as Jurkat NFkB inh 7, tim23-1 inh 16, CHOP UPR activ -1.3, APJ ag -3, Mdm2-MdmX inh 0, APJ antagonist -16, 697 NFkB inh 11 and XBP1 UPR activ -6.
For Cc1ccc2nc(C)cc(N/N=C/c3cccc(O)c3)c2c1 the results were Jurkat NFkB inh -4, tim23-1 inh 23, CHOP UPR activ -0.3, APJ ag 5, Mdm2-MdmX inh 12, APJ antagonist 8, 697 NFkB inh -17 and XBP1 UPR activ -4.
Cc1cccc(C)c1NC(=O)CNC(=O)Cn1nc(C)c(C)c(C#N)c1=O was read as Jurkat NFkB inh 4, tim23-1 inh -18, CHOP UPR activ 0.6, APJ ag 0, Mdm2-MdmX inh -1, APJ antagonist 4, 697 NFkB inh -9 and XBP1 UPR activ -1.
For CC(C)(C)[C@H]1COC(=O)[C@@H](Cc2ccc(F)cc2)CC/C=C/C[C@@H](CC(=O)N[C@@H](CO)Cc2ccccc2)C(=O)N1 the results were Jurkat NFkB inh 16, tim23-1 inh 16, CHOP UPR activ 0.9, APJ ag 2, Mdm2-MdmX inh 2, APJ antagonist 3, 697 NFkB inh 10 and XBP1 UPR activ -4.
`COc1ccc(CC2(CO)CCN(S(=O)(=O)c3c(C)nn(C)c3C)CC2)cc1` gave Jurkat NFkB inh 7, tim23-1 inh 10, CHOP UPR activ 0.9, APJ ag -1, Mdm2-MdmX inh 13, APJ antagonist 8, 697 NFkB inh 2 and XBP1 UPR activ -6.
`COc1cccc(OCC(=O)Nc2ccccc2C(N)=O)c1` gave Jurkat NFkB inh -77, tim23-1 inh 6, CHOP UPR activ 2.9, APJ ag -3, Mdm2-MdmX inh -66, APJ antagonist 3, 697 NFkB inh -86 and XBP1 UPR activ 3.
`COc1cc(NC(=O)Nc2cccc(C(C)=O)c2)cc(OC)c1OC` gave Jurkat NFkB inh -2, tim23-1 inh 8, CHOP UPR activ 0.1, APJ ag 0, Mdm2-MdmX inh 21, APJ antagonist 9, 697 NFkB inh 28 and XBP1 UPR activ 1.
For Cc1cccc(C(=O)O/N=C(\N)c2ccc(Br)cc2)c1 the results were Jurkat NFkB inh -58, tim23-1 inh 96*, CHOP UPR activ 2.3, APJ ag -2, Mdm2-MdmX inh 51*, APJ antagonist -55, 697 NFkB inh -111 and XBP1 UPR activ 5.
`Cc1cccc(N(Cc2cc3ccccc3[nH]c2=O)S(C)(=O)=O)c1` gave Jurkat NFkB inh -9, tim23-1 inh 20, CHOP UPR activ 0.2, APJ ag 3, Mdm2-MdmX inh -11, APJ antagonist -36, 697 NFkB inh 2 and XBP1 UPR activ 1.
COc1ccc(C(=O)N(CCc2ccccc2)Cc2cccs2)c(OC)c1 was read as Jurkat NFkB inh -9, tim23-1 inh 30, CHOP UPR activ 0.2, APJ ag -1, Mdm2-MdmX inh 17, APJ antagonist 13, 697 NFkB inh 7 and XBP1 UPR activ -4.
COCCn1c(CNc2ccc(F)cc2)nnc1SCC(=O)Nc1ccc(OC)cc1OC was read as Jurkat NFkB inh 1, tim23-1 inh -8, CHOP UPR activ -0.4, APJ ag -2, Mdm2-MdmX inh 20, APJ antagonist 4, 697 NFkB inh 12 and XBP1 UPR activ -1.
`CC1CC(C)CN(S(=O)(=O)c2ccc3c(c2)CC(=O)N3)C1` (configuration not stated) gave Jurkat NFkB inh -2, tim23-1 inh 8, CHOP UPR activ 1.4, APJ ag 1, Mdm2-MdmX inh 12, APJ antagonist 9, 697 NFkB inh 10 and XBP1 UPR activ -3.
For O=C(NCCS(=O)(=O)N1CCN(c2ccccc2F)CC1)c1cc(=O)c2ccccc2o1 the results were Jurkat NFkB inh 4, tim23-1 inh 7, CHOP UPR activ 3.9, APJ ag -8, Mdm2-MdmX inh -4, APJ antagonist 4, 697 NFkB inh -1 and XBP1 UPR activ -5.
Screening CC1CCCC(NC(=O)CN2C(=O)COc3ccccc32)C1C (configuration not stated) returned Jurkat NFkB inh -8, tim23-1 inh 7, CHOP UPR activ 0.9, APJ ag 4, Mdm2-MdmX inh 9, APJ antagonist -4, 697 NFkB inh -2 and XBP1 UPR activ -2.
C/C(=N\NC(=O)c1ccc(N2CCCC2=O)cc1)c1ccncc1 was read as Jurkat NFkB inh 1, tim23-1 inh 10, CHOP UPR activ 1.5, APJ ag 2, Mdm2-MdmX inh -19, APJ antagonist 1, 697 NFkB inh -23 and XBP1 UPR activ -2.
NS(=O)(=O)c1ccccc1NC(=O)c1c(O)c2ccccc2[nH]c1=O was read as Jurkat NFkB inh -68, tim23-1 inh 26, CHOP UPR activ 3.2, APJ ag 0, Mdm2-MdmX inh -99, APJ antagonist -2, 697 NFkB inh -429 and XBP1 UPR activ -5.
For Cc1nc2ccccc2n1-c1ccccc1 the results were Jurkat NFkB inh 9, tim23-1 inh 4, CHOP UPR activ 0.4, APJ ag 1, Mdm2-MdmX inh -1, APJ antagonist 14, 697 NFkB inh -37 and XBP1 UPR activ -1.
O=C1NC(Cc2ccccc2)c2nc3cc(F)ccc3c(=O)n2-c2ccccc21 (configuration not stated) was read as Jurkat NFkB inh -2, tim23-1 inh 24, CHOP UPR activ 0.0, APJ ag -3, Mdm2-MdmX inh 2, APJ antagonist 2, 697 NFkB inh -9 and XBP1 UPR activ -3.

Entries from the list above that contain a Cl atom (2):
`O=C(Nc1ncc(Cc2cccc(Cl)c2)s1)c1ccc([N+](=O)[O-])cc1` gave Jurkat NFkB inh 13, tim23-1 inh -4, CHOP UPR activ 1.7, APJ ag 0, Mdm2-MdmX inh 37, APJ antagonist 18, 697 NFkB inh 0 and XBP1 UPR activ 0.
Screening O=C(CSc1nc2c(cnn2-c2cccc(Cl)c2)c(=O)[nH]1)NCC1CCCO1 (configuration not stated) returned Jurkat NFkB inh -7, tim23-1 inh 5, CHOP UPR activ 1.6, APJ ag -1, Mdm2-MdmX inh -2, APJ antagonist -19, 697 NFkB inh 7 and XBP1 UPR activ -1.

Compounds were not picked by outcome; any-hit rate near 5%.
